IDH1 R132H inh: inhibitors of human mutant IDH1 R132H; AID 602179; O75874; IDH1-R132H enzyme, NADPH consumption, diaphorase/resazurin fluorescence; 390,000 tested, 0.093% active; Potency, µM (titrated, usually from 76.6 µM), for the others: at the top dose activity change, negative = inhibition, actives largely listed as inhibitors; also: potency is read from the fitted curve at half-maximal effect; % is scaled to controls: 0 for no effect and ±100 for the full control effect; nearly all actives have a fitted effect of over 65% in size
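IDH1-R132H (0.5 ug/mL) preincubated 30 min with compound, then NADPH (0.016 mM) and alpha-KG (2 mM) added; 80 min at RT, pH 7.5. Remaining NADPH coupled via diaphorase/resazurin to fluorescence (540/590 nm); concentration-response curves normalized to no-enzyme control.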
Vif-A3F inh: blocks the Vif interaction with APOBEC3F. HeLa A3F-eYFP + Vif (tagged APOBEC3F with the HIV-1 protein that degrades it), YFP fluorescence increase. 390,000 tested, 0.2% active. Potency, µM (highest dose often 46.1 µM), without a hit: at the highest dose activity, negative = active. AID 602313; also: potency is read from the fitted curve at half-maximal effect; % of control where 0% means no effect; nearly all actives have a fitted effect of over 65% in size
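HeLa cells stably expressing Vif plus C-terminally eYFP-tagged A3F were seeded, incubated overnight at 37 deg C, dosed with compound, incubated overnight again at 37 deg C. Yellow fluorescence (Ex 488/Em 500-530) reported blocked Vif-mediated A3F-eYFP degradation.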
Vif-A3G inh: blocks the Vif interaction with human APOBEC3G; HeLa A3G-eYFP + Vif (tagged APOBEC3G with the HIV-1 protein that degrades it), YFP fluorescence, overnight; 410,000 tested, 0.076% active; Potency, µM (doses to about 46.1 µM), without a hit: at the top dose activity, negative = active, actives largely listed as inhibitors; AID 602310; Q9HC16;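 also: potency is read from the fitted curve at half-maximal effect; % is scaled to controls: 0 for no effect and ±100 for the full control effect; nearly all actives have a fitted effect of over 60% in size; hits raise eYFP signal because A3G escapes Vif-driven loss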
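HeLa cells stably expressing Vif and C-terminally eYFP-tagged A3G, seeded overnight at 37 deg C, then exposed to compound by pintool overnight at 37 deg C. Rise in yellow fluorescence (Ex 488/Em 500-530, Acumen) marks blocked Vif-driven A3G degradation.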
RXFP1 ag: agonists of human relaxin receptor RXFP1 | HEK293T-RXFP1 cAMP TR-FRET, 30 min; response scale: percent of porcine relaxin response, buffer zero | Q9HBX9 | 370,000 tested, 0.3% active | Potency, µM (series often up to 57.5 µM), for inactives: top-dose activation, usual class: activators; also: potency is read from the fitted curve at half-maximal effect; % is scaled to controls: 0 for no effect and ±100 for the full control effect; nearly all actives have a fitted effect of over 60% in size; many of its hits are not listed in these tables
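HEK293 cells stably expressing RXFP1, treated 30 min at 37C with compounds plus PDE4 inhibitor Ro 20174; cAMP measured by HTRF TR-FRET. Normalized to buffer and 29 nM porcine relaxin; EC50 by Hill fit.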
Glioma ERSR ind: inducers of ER stress response in human glioma cells | U87-MG GRP78 promoter luciferase reporter, 16 h | Potency, µM, for the others: top-dose activation, hits mostly activators | 420,000 tested, 0.02% active | AID 602332; also: potency is read from the fitted curve at half-maximal effect; series mostly up to about 76 µM; % of control where 0% means no effect; nearly all actives have a fitted effect of over 35% in size
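Stably transfected U87-MG human glioma cells carrying a GRP78-based luminescent sensor were seeded at 1000 cells/well, pin-dosed with compounds and incubated 16 h. Luciferase reagent was then added, and end-point luminescence was read after 10 min at room temperature.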
LDHA inh: inhibitors of human lactate dehydrogenase A; purified LDHA, NADH/diaphorase-resazurin fluorescence; active compounds read low; activity change, % (values are at about 110 or 230 µM); 480,000 tested, 0.15% active; AID 1347041; in the data active = activity change below about -30%; inconclusive = mostly about -25% to -30%;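 also: plate controls were DMSO wells for no effect and wells without enzyme for full effect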
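Human LDH5 at 2 nM final in Tris HCl pH 7.4 with 0.06 mM NADH and 0.2 mM pyruvate, reacted 5 minutes at room temperature. Remaining NADH coupled via diaphorase/resazurin; resorufin fluorescence read at 0 and 20 minutes, normalized to enzyme-free and DMSO wells.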
TrxR1 substrate: rat thioredoxin reductase 1 substrate activity; O89049; purified TrxR1 substrate turnover, NADPH consumption readout; Potency, µM (top dose mostly 114 µM), inactives show at the highest dose activity change, negative = substrate turnover; 390,000 tested, 0.01% active; AID 588456; also: potency is read from the fitted curve at half-maximal effect; % is scaled to controls: 0 for no effect and ±100 for the full control effect; nearly all actives have a fitted effect of over 50% in size
Target sequence (O89049 whole entry, looked up): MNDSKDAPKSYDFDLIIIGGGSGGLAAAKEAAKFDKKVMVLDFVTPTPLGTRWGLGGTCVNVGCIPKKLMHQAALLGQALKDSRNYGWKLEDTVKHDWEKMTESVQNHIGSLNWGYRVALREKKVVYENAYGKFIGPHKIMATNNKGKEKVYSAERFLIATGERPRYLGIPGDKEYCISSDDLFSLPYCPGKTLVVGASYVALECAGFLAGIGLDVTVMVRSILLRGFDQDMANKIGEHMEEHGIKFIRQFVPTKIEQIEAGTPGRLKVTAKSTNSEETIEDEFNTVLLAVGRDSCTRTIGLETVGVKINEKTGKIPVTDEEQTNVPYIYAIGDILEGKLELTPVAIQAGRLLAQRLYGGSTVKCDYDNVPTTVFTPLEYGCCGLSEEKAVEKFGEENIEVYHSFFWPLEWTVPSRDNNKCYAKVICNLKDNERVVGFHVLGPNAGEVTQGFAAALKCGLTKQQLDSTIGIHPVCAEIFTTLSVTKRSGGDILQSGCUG
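Rat TrxR1, dispensed at 90 nM, was prereduced with 400 uM NADPH (final) for 5 min at ~22 deg C, then incubated with compound 15 min before 400 uM selenite. A first-read NADPH fluorescence drop versus no-compound background flagged substrates.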
PI4K2A block: PI4K2A (human) kinase inhibition; purified PI4K2A, ADP-Glo luminescence, 1 h; active compounds read low; AID 1346378; activity change, negative = inhibition, % at 76.9 µM; 420,000 tested, 0.13% active; Q9BTU6; in the data active = activity change below about -50%; inconclusive = mostly about -30% to -49%;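 also: -100% = wells without enzyme as full effect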
Target sequence (Q9BTU6 whole entry, looked up): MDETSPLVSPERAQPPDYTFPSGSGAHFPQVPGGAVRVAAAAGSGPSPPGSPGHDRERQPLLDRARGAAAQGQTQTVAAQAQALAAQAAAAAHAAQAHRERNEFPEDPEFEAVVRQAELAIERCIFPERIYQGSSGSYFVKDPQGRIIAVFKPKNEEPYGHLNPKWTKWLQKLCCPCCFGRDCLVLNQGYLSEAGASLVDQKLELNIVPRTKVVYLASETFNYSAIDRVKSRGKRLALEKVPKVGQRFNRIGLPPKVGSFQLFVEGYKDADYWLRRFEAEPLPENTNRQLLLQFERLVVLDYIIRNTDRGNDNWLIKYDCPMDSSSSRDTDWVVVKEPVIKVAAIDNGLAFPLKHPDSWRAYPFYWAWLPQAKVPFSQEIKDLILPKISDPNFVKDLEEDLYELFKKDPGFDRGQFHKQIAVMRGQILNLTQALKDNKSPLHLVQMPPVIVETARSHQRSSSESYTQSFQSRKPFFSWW
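ADP-Glo luminescence measured ADP generated by PI4K2A enzyme (4 ug/mL before mixing) with 1.2 mM PI substrate (pre-mix) and 300 microM ATP (pre-mix). Tris pH7.5 buffer with MgCl2, Triton X-100; 1 h reaction at ambient temperature.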
USP1 inh: USP1/UAF1 (human) deubiquitinase inhibition; recombinant USP1/UAF1, Ub-Rhodamine cleavage fluorescence; Potency, µM (top dose mostly 57.1 µM), for the others: at the highest dose activity change, negative = inhibition, hits mostly inhibitors; 390,000 tested, 0.23% active; O94782; AID 743255; also: potency is read from the fitted curve at half-maximal effect; % is scaled to controls: 0 for no effect and ±100 for the full control effect; nearly all actives have a fitted effect of over 60% in size; inactives centre near -12
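USP1/UAF1 complex at 1 nM was preincubated with compound for 15 min at room temperature, then Ub-Rho substrate (150nM final) was added. Fluorescence (480/540 nm) was read kinetically, 6 reads every 60 seconds.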
* hit, by the source's call; ? = inconclusive; · = not tested or not shown; [ ] = remark or other dose. Unless noted, calls follow the shape of the dose curve; as a rule, active = well fitted curve in the direction sought with a large enough effect; inconclusive = small, poorly fitted or top-dose-only effect, or another doubt; inactive = no such curve, though single readings can be large; an effect the other way counts as inactive or inconclusive. The list is partial; rates above refer to the full screens.

nr	mol	IDH1 R132H inh	Vif-A3F inh	Vif-A3G inh	RXFP1 ag	Glioma ERSR ind	LDHA inh	TrxR1 substrate	PI4K2A block	USP1 inh
1	CC(=O)Cc1nsc(Nc2ccccc2)n1	4%	1%	5%	0.6%	-6%	-12	9%[57.1 µM]	-7	1%
2	CCOC(=O)/C(C#N)=C/c1c(OCC)n(CC)c2ccccc12	3%	-6%	-6%	2.7%	-3%	0	2%	-5	-24%
3	COc1cccc(C(=O)Nc2cccc(C(=O)OCc3cc(=O)n4c5c(sc4n3)CCCC5)c2)c1	-7%	1%	0%	0.0%	-1%	-9	4%[57.1 µM]	3	-16%
4	COc1cccc(C(=O)NCc2ccco2)c1OC	0%	-1%	-1%	-0.9%	1%	2	2%	-4	-9%
5	CCOc1ccc(C(=O)NCC(=O)NNC(=O)CN(C)S(=O)(=O)c2ccc(Cl)cc2)cc1	-4%	-11%	2%	0.1%	-5%	-12	-6%	-6	3%
6	CCc1ccc(Sc2cc(C(=O)NCCCN3CCCC(C)C3)c3ccccc3n2)cc1 (configuration not stated)	4%	4%	-1%	11%	-4%	1	2%[57.1 µM]	-2	-17%
7	CCOC(=O)CCC(=O)Nc1ccc([N+](=O)[O-])cc1C	6%	-2%	-2%	-2.9%	-1%	4	-4%	0	-10%
8	ClC(=Nc1cccc2ccccc12)N(c1ccccc1)c1ccccc1	·	·	-3%	·	0%	8	2%	·	·
9	COC(=O)CN1C(=O)N/C(=C/c2ccccc2OC)C1=O	6%	2%	0%	0.6%	5%	-4	-5%[57.1 µM]	8	-26%
10	CCN(CC)S(=O)(=O)c1ccc(N/N=C/c2ccc(O)cc2O)nc1	2%	-12%	-14%	0.0%	-2%	1	-15%	3	-9%

Arranged by SMILES length (smallest number first): some entries from above.
nr	mol	IDH1 R132H inh	Vif-A3F inh	Vif-A3G inh	RXFP1 ag	Glioma ERSR ind	LDHA inh	TrxR1 substrate	PI4K2A block	USP1 inh
1	CC(=O)Cc1nsc(Nc2ccccc2)n1	4%	1%	5%	0.6%	-6%	-12	9%[57.1 µM]	-7	1%
4	COc1cccc(C(=O)NCc2ccco2)c1OC	0%	-1%	-1%	-0.9%	1%	2	2%	-4	-9%
8	ClC(=Nc1cccc2ccccc12)N(c1ccccc1)c1ccccc1	·	·	-3%	·	0%	8	2%	·	·

Next part:
nr	mol	IDH1 R132H inh	Vif-A3F inh	Vif-A3G inh	RXFP1 ag	Glioma ERSR ind	LDHA inh	TrxR1 substrate	PI4K2A block	USP1 inh
11	O=C(Cn1c(=O)n(-c2ccccc2Cl)c(=O)c2sc3ccccc3c21)NC1CCCCC1	2%	-5%	-1%	?	-4%	2	22%	-2	-21%
12	Cc1ccc(-c2nnc(NCc3nc4ccccc4[nH]3)c3ccccc23)cc1S(=O)(=O)N(C)C	-5%	?	-13%	2.9%	-2%	-13	-2%	4	-8%
13	O=C(CN1CCN(c2ncccn2)CC1)NCc1ccccc1	-1%	-16%	2%	-1.6%	1%	-7	-4%	2	3%
14	CCOC(=O)c1cccc(NC(=O)C2CCCO2)c1 (configuration not stated)	1%	-2%	-5%	1.4%	-1%	-6	14%[57.1 µM]	2	-15%
15	COCCSc1nc(N)c(NC(=O)c2ccc(OC)cc2)c(=O)[nH]1	0%	-21%	-1%	4.2%	-2%	-3	1%	-3	-23%
16	Cc1cccc2sc(NC(=O)C3c4ccccc4Oc4ccccc43)nc12	5%	1%	3%	-0.7%	-6%	6	2%	-2	-9%
17	Cc1ccc(NC(=O)Cn2c(=O)n(Cc3ccco3)c(=O)c3ccccc32)cc1	-16%	-13%	0%	5.3%	0%	-17	-7%	-5	-11%
18	COc1cc(-n2cnnn2)ccc1S(=O)(=O)N1CCOCC1	2%	0%	1%	-2.0%	-1%	0	9%	2	-10%
19	COc1ccc(-n2nc3c(c2NC(=O)CCCCl)CSC3)cc1	-6%	1%	6%	0.6%	-2%	-6	-1%	-9	-26%
20	O=C(NC1CCCCCC1)c1ccc2c(c1)sc1nc(-c3ccccc3)cn12	-15%	5µM*	0%	1.6%	2%	-10	2%	-3	10%
21	CSCCC(NC(=O)OC(C)(C)C)C(=O)NC(CC(C)C)C(N)=O (configuration not stated)	2%	2%	-4%	0.0%	2%	3	-8%[57.1 µM]	-7	7%
22	CCN(CC(=O)NC1CCCC1)S(=O)(=O)c1ccc(Br)cc1	6%	-25%	0%	1.7%	-6%	-6	-3%	-5	-3%
23	CCOC(=O)c1cc(NC(=O)c2cccnc2)ccc1N1CCOCC1	3%	2%	-1%	1.0%	-6%	-3	9%[57.1 µM]	0	-9%
24	Cc1cc(C)cc(OCC(=O)NN2Cc3ccccc3C2=N)c1	1%	-16%	-1%	1.9%	2%	-2	10%[57.1 µM]	-1	-13%
25	CCCOP(=O)(OCCC)C(Nc1ccc(C(C)C)cc1)c1ccc([N+](=O)[O-])cc1 (configuration not stated)	7%	-1%	1%	4.3%	-2%	5	-6%	0	-19%
26	CCc1cccc(-n2c(C)nc3c(cnn3-c3ccc(C)c(C)c3)c2=O)c1	-1%	-12%	0%	1.0%	0%	-1	-2%	-2	-19%
27	Brc1ccc(-c2noc(C3CCCCC3)n2)cc1	1%	-5%	-1%	-0.5%	2%	?	-4%	-4	-15%
28	O=C(Nc1ccc(CSc2ccccc2)cc1)c1ccco1	-2%	1%	-7%	0.4%	-3%	-3	7%	-6	-19%
29	c1ccc(CCn2nnnc2C(c2cccnc2)N2CCOCC2)cc1 (configuration not stated)	0%	3%	2%	1.0%	-4%	-2	-3%[57.1 µM]	-5	-8%
30	COCCCN1C(=O)C(=O)/C(=C(/O)c2ccc(OC)cc2C)C1c1cccnc1 (configuration not stated)	18%	-4%	0%	14%	-16%	-10	-3%[57.1 µM]	6	-13%
31	CCC(C)(C)NC(=O)CN(Cc1ccc(OC)cc1)C(=O)CCC(=O)Nc1nccs1	5%	0%	0%	-2.0%	-2%	-2	6%[57.1 µM]	-1	-9%
32	COCc1nnc(NS(=O)(=O)c2ccc(NC(C)=O)cc2)s1	-3%	2%	4%	2.0%	-3%	-4	3%	-5	-14%
33	COc1ccc(C)cc1N(CC(=O)O)S(=O)(=O)c1ccc(C)cc1	3%	1%	0%	-1.1%	-2%	-7	8%[0.457 µM]	7	-9%
34	O=[N+]([O-])c1cccc(N=NN(CCO)c2cccc([N+](=O)[O-])c2)c1	-1%	-1%	-4%	1.4%	0%	-8	-11%[57.1 µM]	6	-3%
35	CCc1ccc(NC(=O)C(=O)NCCN2CCN(S(C)(=O)=O)CC2)cc1	-4%	-3%	-2%	0.9%	-4%	-7	3%	1	-25%
36	O=C(NCC(c1ccc2c(c1)OCO2)N1CCN(c2ccccc2)CC1)C(=O)Nc1ccc(F)cc1 (configuration not stated)	11%	-12%	-2%	-1.5%	2%	2	-1%[57.1 µM]	3	-20%
37	Cc1ccc(/C=C/C(=O)OCC(=O)c2ccc3c(c2)NC(=O)CO3)o1	-8%	6%	2%	·	-3%	-4	-17%	-2	-7%
38	CCOC(=O)c1cc(NC(=O)CN2CCCC2)cc(C(=O)OCC)c1	0%	4%	3%	-0.8%	1%	-9	-16%	3	-7%
39	O=c1[nH]cc(N2CCCCCC2)c(=O)[nH]1	4%	3%	-1%	0.0%	-5%	3	2%	-8	?
40	O=C(NCCCn1ccnc1)/C(=C/c1cccs1)NC(=O)c1ccco1	-6%	?	4%	-0.9%	-4%	-5	-2%	1	-7%
41	CCCNC(=O)c1cc(C2CCCCN2C(=O)c2cccs2)on1 (configuration not stated)	·	·	-3%	·	-3%	-5	·	0	·
42	CCN1CCCC1CN(Cc1cc2c(C)cc(C)cc2[nH]c1=O)C(=O)NC1CCCCC1 (configuration not stated)	9%	3%	-3%	1.9%	0%	-1	7%	-8	-10%
43	CCOc1ccc(C(NC(=O)c2ccco2)c2ccc(OC)c(OC)c2)cc1 (configuration not stated)	-1%	4%	4%	0.6%	-3%	-5	4%[57.1 µM]	-1	-3%
44	Cc1ccc2ncnc(Nc3cccc([N+](=O)[O-])c3)c2c1	12%	10%	4%	2.9%	3%	-4	3%	1	-22%
45	COc1cc(NS(=O)(=O)c2ccc(NC(=S)Nc3ccccc3)cc2)nc(OC)n1	-10%	3%	-4%	1.2%	-1%	-2	-2%	3	-24%
46	CN(CCCC1CCCC1)C(=O)CC1C(=O)NCCN1Cc1ccc(F)cc1 (configuration not stated)	0%	9%	1%	-2.1%	0%	7	-5%	3	-16%
47	COc1ccc(NC(=O)CSCC(=O)Oc2c(OC)cccc2OC)cc1	2%	-3%	-1%	0.3%	-5%	0	-6%	2	-7%
48	O=C(Nc1cccc(Oc2ccccc2)c1)C1Cc2c(-c3cccc(F)c3)ccnc2O1 (configuration not stated)	·	·	-12%	·	-2%	-9	·	1	·

Assay outcomes (PubChem BioAssay)
